Bioassay records (PubChem BioAssay)
TWEAK-Fn14 inh: inhibitors of TWEAK-Fn14 interaction signaling | TWEAK-stimulated Fn14 reporter cells, luciferase luminescence, 8 h | inhibition, % at 10 µM | hit rate 2% among 360,000 | AID 1159606; in the data active = inhibition above about 50%
TRAIL sens C8: caspase-8 TRAIL sensitization | inhibition (viability loss, TRAIL sensitization), % at 10 µM | NB7+C8 cells + TRAIL, ATPlite viability luminescence | hit rate 1% among 360,000;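 active = compounds causing at least 50% loss of cell viability in the single-dose screen, relative to plate controls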
CF NFkB inh: blocks PAF-induced NF-kB reporter in cystic fibrosis cells; KKLEB NF-kB-GFP reporter, GFP fluorescence overnight; inhibition, % at 5 µM; hit rate 0.86% among 360,000; AID 588850;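 active = at least 50% inhibition at 5 µM, scaled per plate between neutral and stimulator controls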;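 note: PAF is a Pseudomonas aeruginosa culture filtrate used as stimulus; plate controls were PAF-stimulated DMSO wells for no effect and unstimulated DMSO wells for full effect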
Shn3 3UTR inh: Schnurri-3 reporter inhibition in Clone20 osteoblasts; Clone20 osteoblast Shn3 3'UTR firefly luciferase, 24 h; inhibition, % at 12.5 µM; hit rate 0.52% among 360,000; AID 588674;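 active = mean inhibition of at least 75% with every replicate also reaching 75%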;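 note: 0% = median of neutral control wells and 100% = pilot-screen positive control compound; some compounds past the cut are filed as inactive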
KKLEB tox: counter-screen for CF NF-kB inhibitors: cytotoxicity; KKLEB CF airway cells viability, ATPlite luminescence, overnight; hits give low values; cells stimulated with P. aeruginosa culture filtrate; activity change (cytotoxicity), % at 5 µM; hit rate 0.36% among 360,000; AID 602141;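 active = corrected activity change at or below -50% at 5 µM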
TROY NFkB inh: inhibitors of TROY-dependent NF-kB signaling; hit rate 0.98% among 360,000; inhibition, % at 10 µM; Q293 LMP1-TROYcd NF-kB luciferase reporter, 4 h;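 active = compounds whose plate-normalised and pattern-corrected inhibition of the luciferase reporter signal at the single screening dose is 50% or more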
NR2E3 ag-1: NR2E3 (human) agonism. inhibition of corepressor binding, % at 4.78 µM. AID 2300. GST-NR2E3/biotin-RetCOR TR-FRET, 1536-well. hit rate 0.12% among 320,000;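 active = percent inhibition above the cutoff of mean plus 3 SD of all tested compounds, set per screening campaign, cut at about 20% in these data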;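 note: 0% = DMSO wells and 100% = biotin wells as full block of FRET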
Target sequence (Q9Y5X4 whole entry, looked up): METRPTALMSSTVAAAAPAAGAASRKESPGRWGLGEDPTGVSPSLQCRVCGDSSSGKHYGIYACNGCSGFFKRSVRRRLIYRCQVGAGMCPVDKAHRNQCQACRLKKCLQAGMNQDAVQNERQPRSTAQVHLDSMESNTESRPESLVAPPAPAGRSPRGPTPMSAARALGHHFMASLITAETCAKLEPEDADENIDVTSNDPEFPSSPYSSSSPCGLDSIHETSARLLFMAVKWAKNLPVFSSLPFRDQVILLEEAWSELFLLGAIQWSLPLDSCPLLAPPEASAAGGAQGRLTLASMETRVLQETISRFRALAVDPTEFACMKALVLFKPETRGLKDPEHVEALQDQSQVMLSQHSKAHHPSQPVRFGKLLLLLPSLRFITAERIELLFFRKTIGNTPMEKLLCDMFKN
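Material: NR2E3–RetCOR corepressor complex | Quantity: 1.35 nM GST-tagged NR2E3 final | Schedule: 5 h at 4 °C | Replication: Singlicate compound wells | Reagent: RetCOR corepressor, biotinylated, 7 nM | Controls: Biotin wells as high control, 0.6% DMSO wells as low control | Signal: TR-FRET, Eu(K)-anti-GST donor, streptavidin-D2 acceptor, ex 340, em 617/671 nm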
MITF TRPM1 inh: inhibitors of MITF-driven TRPM1 promoter in melanoma cells; SK-MEL-5 TRPM1 promoter luciferase, 24 h; inhibition, % at 12.5 µM; hit rate 0.83% among 330,000; AID 488899;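 active = mean inhibition across replicates of 60% or more, whatever share of single replicates reaches that level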; note: values of inactives mirror those of a sister screen read the other way
HIF-2a block: blocks HIF-2a reporter activity; 786-0 RCC cells HIF-2a reporter, luciferase luminescence, overnight; inhibition, % at 18.8 µM; hit rate 0.72% among 360,000; AID 624352;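 active = inhibition of the luminescence signal of 40% or more relative to plate controls, in a single-dose primary screen at 18.75 µM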
NR2E3 ag-2: human photoreceptor-specific nuclear receptor agonism. inhibition of corepressor binding, % at 3.98 µM. hit rate 0.35% among 360,000. CHO-S Gal4-NCOR/VP16-NR2E3 two-hybrid, luciferase. AID 602229;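 active = inhibition above the mean of all tested compounds plus 3 SD, cut at about 70% in these data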;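 note: 0% = DMSO with NR2E3 transfected cells and 100% = cells lacking NR2E3 construct; higher means lower luciferase signal from less NR2E3 corepressor binding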
Peg3 promoter: Peg3 promoter activity inhibition. hit rate 1.7% among 360,000. inhibition, % at 20 µM. HeLa PEG-Prom luciferase reporter, luminescence, overnight;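 active = inhibition of at least 50% at 20 µM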
Starred values were filed as active, the others as inactive; . = no result given; & = joins results of further samples. Some of the compounds tested (hit frequency here may not be typical).

mol	Peg3 promoter	TWEAK-Fn14 inh	NR2E3 ag-1	HIF-2a block	TROY NFkB inh	NR2E3 ag-2	CF NFkB inh	TRAIL sens C8	Shn3 3UTR inh	KKLEB tox	MITF TRPM1 inh
O=C(/C=C/[C@H]1O[C@@H](n2ccc(=O)[nH]c2=O)[C@H](O)[C@@H]1O)N[C@@H](Cc1ccccc1)C(=O)O	9	1	.	12	-5	-4	-10	-8	2	-5	.
NS(=O)(=O)c1ccc(CNC(=O)CCSCCC(=O)NCc2ccc(S(N)(=O)=O)cc2)cc1	-9	9	0	2	-2	-21	-26	-12	5	6	-4
O=c1ccn([C@@H]2O[C@H](CNS(=O)(=O)c3csc(-c4ccno4)c3)[C@@H](O)[C@H]2O)c(=O)[nH]1	-5	10	.	5	-6	-26	3	-1	1	0	-4
O=C(Nc1c2c(nn1-c1ccc([N+](=O)[O-])cc1)CS(=O)(=O)C2)c1cccs1	17	-7	1	5	-6	0	15	6	14	18	6
CC1CC2=C(C(=O)O1)C(C)Nc1ccccc1N2 (stereo not drawn)	14	16	-4	18	-20	-10	9	0	-3	4	12
CC(C)N(C(=O)C[n+]1ccsc1N)c1ccccc1	4	-14	7	10	-7	-9	-10	-4	12	-4	3
CCN(CC)c1ccc(NC(=O)c2cccc(F)c2)c(C)c1	-21	16	-5	-40	2	-54	36	12	0	-31	3
NC1=NC[C@H](CC2CCCCC2)N1CCc1cc(C(F)(F)F)cc(C(F)(F)F)c1	101*	-16	0	98*	-1	0	9	60*	65	-15	5
COc1cccc(C(CNC(=O)c2ccc(Cl)c(S(=O)(=O)N3CCCC3)c2)N(C)C)c1 (stereo not drawn)	-11	12	.	-22	-13	1	19	12	43	-7	10
CCn1nc(C)cc1C(=O)N1CCCC(N2CCN(c3ccccc3OC)CC2)C1 (stereo not drawn)	10	10	-2	7	18	-18	18	0	7	13	9
CC(=O)Nc1ccc(S(=O)(=O)NNC(=O)CCC(=O)NCc2ccccc2)cc1	3	-4	.	8	6	14	8	3	-19	-12	1
Cc1cc(C(=O)CN2C(=O)NC3(CCCCC3)C2=O)c(C)n1C	-77	-1	-1	-88	-4	-29	1	5	-40	10	-23
CCN(CC)S(=O)(=O)c1ccc(N2CCCC2)c(NC(=O)C2=NN(c3ccccc3)C(=O)CC2)c1	16	-2	3	30	6	-16	18	10	5	2	.
CC1C2C(c3ccccc3)N(C)C(=O)N(C)C2N(C)C(=O)N1C (stereo not drawn)	1	8	3	8	9	-12	-38	-4	5	16	-1
COc1ccc(C(=O)NNC(=O)c2ccncc2)cc1	-6	3	1	12	4	18	-2	-2	-5	-10	-8
CCOC(=O)[C@@H]1[C@H]2COc3ccccc3[C@@H]2N2C(=O)N(c3cccc(C)c3)C(=O)[C@]12C	8	-6	4	0	-11	24	-1	0	12	-21	.
CCOC(=O)c1[nH]c(C)c(CCC(=O)O)c1C	11&6	-14&12	1&-2	6&15	8&-11	-23&22	-18&-5	-5&11	-35&-8	7&2	10&8
CCN(CC)S(=O)(=O)c1ccc(C)c(NC(=O)COc2ccc(Br)cc2Cl)c1	10	-1	3	8	-2	-25	23	-2	9	8	14
Cc1cc(NC(=O)CCC(=O)N(CC(=O)NCC2CCCO2)c2ccccc2C)no1 (stereo not drawn)	9	-1	5	4	10	-8	-1	-2	-23	-3	-1
O=c1cc(NS(=O)(=O)c2ccccc2)nc(SCc2ccc(Cl)cc2)[nH]1	6	-10	2	-1	-7	-29	-11	3	19	3	8
COc1ccc(C2=NOC(C(=O)N3CCN(C(=O)c4ccco4)CC3)C2)cc1OC (stereo not drawn)	16	14	-1	1	-14	-26	-17	0	-43	6	-8
Cc1cc(S(=O)(=O)NCc2ccco2)c(C)cc1Cl	12	-6	1	-10	-10	1	4	-26	-1	-6	-11
CCc1ccc(C2=NNC(=Nc3c(C)n(C)n(-c4ccccc4)c3=O)SC2)cc1	-29	8	-1	-50	36	-16	7	-3	4	0	-7
Cc1ccn2cc(CCNC(=O)C3CC=CCC3C(=O)O)nc2c1 (stereo not drawn)	-34	7	8	-36	-31	-28	11	-8	0	-8	-3
COc1ccc(C)cc1NS(=O)(=O)c1cn(C)c(=O)n(C)c1=O	-6	-10	2	5	-2	-25	-36	13	-10	20	.
CCOC(=O)c1cnn(-c2cc(C)nc3c(-c4ccccc4)c(C)nn23)c1N	-1	-25	-2	4	-6	-9	7	3	6	-4	-9
O=C(Nc1cc(Cl)ccc1N1CCCCC1)c1cccs1	8	13	2	6	7	0	-2	3	13	-3	8
O=C(Nc1cc(S(=O)(=O)N2CCOCC2)ccc1N1CCCC1)C1COc2ccccc2O1 (stereo not drawn)	6	10	1	2	5	-20	-27	-7	13	10	-10
CC(=O)Nc1ccc(C2(c3ccc(NC(C)=O)cc3)NC(=O)c3ccccc32)cc1	22	23	2	18	-2	17	8	-2	5	-12	-5
Cc1cccc(C)c1-n1nnnc1C(c1ccnc2ccccc12)N1CCN(CCN(C)C)CC1 (stereo not drawn)	.	-2	.	10	-8	6	.	-1	.	.	.
Cc1ccc2c(c1)CCO[C@@]21O[C@H](CCO)C[C@H](O)[C@H]1O	-1	2	.	7	11	6	14	-4	-2	-7	.
CCOc1nc(NC(C)C)nc(NC(C)C)n1	13	10	4	19	-6	-22	0	-12	-2	-2	2
COC(=O)COc1ccc2c(=O)c(Oc3ccccc3)c(C)oc2c1	10	-18	1	21	-1	2	-4	-4	2	-3	7
COc1ccc(-c2cc(C(F)(F)F)nc(SCc3cccc(C(=O)O)c3)n2)cc1	5	-4	2	-24	6	6	-7	-2	9	4	14
CCc1noc(C)c1C(=O)Nc1sc(C(=O)N(C)C)c(C)c1C#N	4	6	0	12	-13	4	16	-13	5	-8	-17
Nc1ccc(CC(N)c2csc(Nc3cc(Oc4ccccc4)ncn3)n2)cc1 (stereo not drawn)	15	-11	.	17	-5	18	3	8	-4	-1	.
CC(C)c1ccc(C(C)NCCS(=O)(=O)c2ccc(Cl)cc2)cc1 (stereo not drawn)	13	4	1	17	-11	-6	-9	8	-7	3	-5
COc1cc(NC(=O)c2cccc([N+](=O)[O-])c2C)ccc1NC(=O)c1ccco1	-123	-21	1	-182	-43	-81	-14	-6	-38	4	-59
CC1(c2ccc(OCC#N)cc2)C=C(c2ccc(OCC#N)cc2)n2nc(C(F)(F)F)nc2N1 (stereo not drawn)	18	23	-1	25	5	-10	6	-3	-52	20	10
CNC(=S)N1N=C(c2ccc(Br)cc2)CC1c1ccc(N(C)C)cc1 (stereo not drawn)	2	0	-6	-57	18	10	-5	0	5	-3	-7
COC(=O)CSc1nc(C)cc(N2CCOCC2)n1	-8	20	5	-24	-14	-38	15	4	-39	-3	-17
Cc1ccc(S(=O)(=O)N2CCCCC2)cc1C(=O)NCC1CCCO1 (stereo not drawn)	6	-2	0	6	-17	-3	-1	-6	6	-11	3
O=S(=O)(Nc1cccc2ccccc12)c1ccccc1	3	6	3	-57	-3	5	-2	1	4	2	15
CN1c2ccsc2C(O)=C(C(=S)Nc2ccc(F)c(Cl)c2)S1(=O)=O	-29	-1	-1	-75	-17	-35	12	3	-10	-23	3
O=C(O)c1cccc(-n2cccc2/C=C2\NC(=O)N(Cc3ccc(F)cc3)C2=O)c1	21	0	1	13	-18	9	15	-7	-5	3	5

3 compounds already listed, ordered by molar mass, descending:
mol	Peg3 promoter	TWEAK-Fn14 inh	NR2E3 ag-1	HIF-2a block	TROY NFkB inh	NR2E3 ag-2	CF NFkB inh	TRAIL sens C8	Shn3 3UTR inh	KKLEB tox	MITF TRPM1 inh
O=C(O)c1cccc(-n2cccc2/C=C2\NC(=O)N(Cc3ccc(F)cc3)C2=O)c1	21	0	1	13	-18	9	15	-7	-5	3	5
Nc1ccc(CC(N)c2csc(Nc3cc(Oc4ccccc4)ncn3)n2)cc1 (stereo not drawn)	15	-11	.	17	-5	18	3	8	-4	-1	.
COC(=O)CSc1nc(C)cc(N2CCOCC2)n1	-8	20	5	-24	-14	-38	15	4	-39	-3	-17

Following part
mol	Peg3 promoter	TWEAK-Fn14 inh	NR2E3 ag-1	HIF-2a block	TROY NFkB inh	NR2E3 ag-2	CF NFkB inh	TRAIL sens C8	Shn3 3UTR inh	KKLEB tox	MITF TRPM1 inh
COCCCn1c(=N)c(C(=O)NCc2ccc3c(c2)OCO3)cc2c(=O)n3cccc(C)c3nc21	-14	-5	.	18	4	8	-26	11	5	-8	1
Cc1c(NS(=O)(=O)c2cc(C(=O)OCC(=O)N3CCC(C)CC3)ccc2Cl)c(=O)n(-c2ccccc2)n1C	-6	11	6	-16	1	-17	-7	-4	-15	-2	-11
COc1ccc(CNC(=O)C(=O)NC2CCC(C)CC2)cc1 (stereo not drawn)	-13	13	4	8	-18	-5	15	-2	7	-4	8
CC(=O)C1=C(O)C(=O)N(Cc2ccccc2)C1c1cccc([N+](=O)[O-])c1 (stereo not drawn)	-2	0	0	14	21	-33	2	-9	16	8	-22
CCCCOc1ccccc1NC(=O)CSc1nnnn1C(C)(C)C	28	3	1	10	9	-32	14	-8	19	1	-8
N/C(=N\OC(=O)CCCC(=O)O)c1ncc(C(F)(F)F)cc1Cl	4	-25	1	9	9	8	4	-1	-13	-2	5
CCCC(=O)Nc1ccc(N2CCN(C(=O)c3cccs3)CC2)cc1	8	-2	0	22	8	3	13	7	25	0	0

Profiles from above. Order of values: Peg3 promoter | TWEAK-Fn14 inh | NR2E3 ag-1 | HIF-2a block | TROY NFkB inh | NR2E3 ag-2 | CF NFkB inh | TRAIL sens C8 | Shn3 3UTR inh | KKLEB tox | MITF TRPM1 inh
`COC(=O)COc1ccc2c(=O)c(Oc3ccccc3)c(C)oc2c1` in the list: 10 | -18 | 1 | 21 | -1 | 2 | -4 | -4 | 2 | -3 | 7
`COc1ccc(C)cc1NS(=O)(=O)c1cn(C)c(=O)n(C)c1=O` in the list: -6 | -10 | 2 | 5 | -2 | -25 | -36 | 13 | -10 | 20 | .
`O=C(Nc1c2c(nn1-c1ccc([N+](=O)[O-])cc1)CS(=O)(=O)C2)c1cccs1` in the list: 17 | -7 | 1 | 5 | -6 | 0 | 15 | 6 | 14 | 18 | 6
`COc1cc(NC(=O)c2cccc([N+](=O)[O-])c2C)ccc1NC(=O)c1ccco1` in the list: -123 | -21 | 1 | -182 | -43 | -81 | -14 | -6 | -38 | 4 | -59
`Cc1ccn2cc(CCNC(=O)C3CC=CCC3C(=O)O)nc2c1` (stereo not drawn) in the list: -34 | 7 | 8 | -36 | -31 | -28 | 11 | -8 | 0 | -8 | -3
